High-throughput results as filed in PubChem.
PI5P4K alpha inh: inhibitors of human PI5P4K alpha | PI5P4Kalpha enzyme, ADP-Glo luminescence, 60 min; stronger effect = lower value | actives 1.2% (n = 330,000) | max response, % | AID 652105 | P48426; active = max response of -50% or lower; inconclusive = between -30% and -50%; inactive = -30% or higher; note: value at the top dose of about 77 µM; % is set by controls: 0 for no effect and ±100 for the full control effect
Target sequence (P48426 whole entry, looked up): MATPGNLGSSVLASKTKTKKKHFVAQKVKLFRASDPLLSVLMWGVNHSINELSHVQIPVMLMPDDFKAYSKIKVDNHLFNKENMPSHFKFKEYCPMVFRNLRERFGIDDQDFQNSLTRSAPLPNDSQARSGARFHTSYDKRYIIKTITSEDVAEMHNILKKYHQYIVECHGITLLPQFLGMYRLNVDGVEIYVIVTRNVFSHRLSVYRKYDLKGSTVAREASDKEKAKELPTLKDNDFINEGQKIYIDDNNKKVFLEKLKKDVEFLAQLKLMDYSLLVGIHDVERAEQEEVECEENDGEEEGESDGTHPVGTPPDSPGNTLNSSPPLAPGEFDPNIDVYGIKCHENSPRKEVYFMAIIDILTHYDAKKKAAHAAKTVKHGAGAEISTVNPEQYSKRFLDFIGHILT
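Compounds were pin-transferred onto PI5P4Kalpha and substrate in HEPES pH 7.4 buffer with EGTA, CHAPS and 5% DMSO. ATP (5 microM final) started the reaction, which ran 60 minutes at room temperature before ADP-Glo detection.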
MmCpn inh: M. maripaludis TRiC chaperonin inhibition; purified Mm-Cpn ATPase, ADP Transcreener TR-FRET; Potency, µM (top dose mostly 76.9 µM), for inactives: top-dose activity, negative = inhibition, hits mostly inhibitors; actives 0.031% (n = 330,000); AID 504842; note: potency is the fitted concentration of half-maximal effect; % is set by controls: 0 for no effect and ±100 for the full control effect; nearly all actives have a fitted effect of over 80% in size
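Reaction buffer contained 30 mM Tris pH 7.4, 100 mM KCl, 5 mM MgCl2 and 1 mM DTT. Mm-CPN (25 nM final) hydrolysed 10 uM ATP over 30 min at 37°C; ADP was read by HTRF.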
EPAC2 antagonist: antagonists of human EPAC2 | actives 0.18% (n = 360,000) | Q8WZA2 | EPAC2 GEF exchange of Rap1B-BODIPY-GDP, fluorescence | AID 720708 | Potency, µM (highest dose often 114 µM), for the others: at the top dose activity, negative = inhibition, usual class: inhibitors; note: potency is the fitted concentration of half-maximal effect; % is set by controls: 0 for no effect and ±100 for the full control effect; nearly all actives have a fitted effect of over 45% in size; many of its hits are not listed in these tables
CCT chaperon mod: cytosolic chaperonin activity modulation; purified chaperonin ATPase assay, HTRF ADP detection, 30 min; activity change, % (no concentration beside the values), hits read low; actives 0.3% (n = 360,000); in the data active = activity change below about -30%; note: % is set by controls: 0 for no effect and ±100 for the full control effect
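First, chaperonin was dispensed at 40 nM or 20 nM final depending on batch activity. Next, compounds were pinned at 76 uM and ATP added at 10 uM. After 30 min at 37 °C, ADP detection reagents ran 30 min at ambient temperature.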
EPAC1 antagonist: blocks human EPAC1 exchange factor; O95398; Potency, µM (highest dose often 115 µM), for the others: top-dose activity change, negative = inhibition, hits mostly inhibitors; AID 720709; EPAC1 GEF assay, Rap1b-BODIPY-GDP exchange fluorescence; actives 0.14% (n = 360,000);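 note: potency is the fitted concentration of half-maximal effect; plate controls were vehicle for no effect and positive control for full effect; nearly all actives have a fitted effect of over 50% in size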
WRN helicase inh: WRN helicase (human) inhibition | WRN helicase unwinding, fluorescent forked duplex, kinetic | actives 0.46% (n = 360,000) | Q14191 | Potency, µM (series often up to 114 µM), for the others: at the highest dose activity change, negative = inhibition, actives largely listed as inhibitors; note: potency is the fitted concentration of half-maximal effect; % is set by controls: 0 for no effect and ±100 for the full control effect; nearly all actives have a fitted effect of over 55% in size
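Enzyme (20 nM final) and test compound sit together 15 min at room temperature before substrate addition. Substrate is a single-forked duplex oligonucleotide (100 nM) labelled with fluorophore and quencher, with 2 mM ATP; helicase unwinding raises red fluorescence, read kinetically.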
EPAC1 agonist: EPAC1 (human) agonism; O95398; EPAC1 agonist qHTS, biochemical assay; response scale: 100% = response to 6.5 mM cAMP; Potency, µM (doses to about 154 µM), for inactives: at the top dose activation, hits mostly activators; actives 0.073% (n = 360,000); note: potency is the fitted concentration of half-maximal effect; nearly all actives have a fitted effect of over 60% in size
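Normalized to 6.5 mM cAMP, activity reflects EPAC1-catalysed release of BODIPY-GDP from Rap1B, followed kinetically over 30 min at 480 nm excitation, 540 nm emission. Reaction contained 100 nM EPAC1, 250 nM Rap1B-BODIPY-GDP, 50 uM GDP.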
PLK1 PBD block: inhibitors of human PLK1 polo-box domain binding; AID 720504; P53350; actives 2.8% (n = 360,000); Plk1 PBD binding of FITC phosphopeptide, fluorescence polarization; Potency, µM, for the others: max response, negative = inhibition, hits mostly inhibitors; note: potency is the fitted concentration of half-maximal effect; series mostly up to about 57 µM; % is set by controls: 0 for no effect and ±100 for the full control effect; nearly all actives have a fitted effect of over 65% in size
Target sequence (P53350 whole entry, looked up, the tested form may be a part): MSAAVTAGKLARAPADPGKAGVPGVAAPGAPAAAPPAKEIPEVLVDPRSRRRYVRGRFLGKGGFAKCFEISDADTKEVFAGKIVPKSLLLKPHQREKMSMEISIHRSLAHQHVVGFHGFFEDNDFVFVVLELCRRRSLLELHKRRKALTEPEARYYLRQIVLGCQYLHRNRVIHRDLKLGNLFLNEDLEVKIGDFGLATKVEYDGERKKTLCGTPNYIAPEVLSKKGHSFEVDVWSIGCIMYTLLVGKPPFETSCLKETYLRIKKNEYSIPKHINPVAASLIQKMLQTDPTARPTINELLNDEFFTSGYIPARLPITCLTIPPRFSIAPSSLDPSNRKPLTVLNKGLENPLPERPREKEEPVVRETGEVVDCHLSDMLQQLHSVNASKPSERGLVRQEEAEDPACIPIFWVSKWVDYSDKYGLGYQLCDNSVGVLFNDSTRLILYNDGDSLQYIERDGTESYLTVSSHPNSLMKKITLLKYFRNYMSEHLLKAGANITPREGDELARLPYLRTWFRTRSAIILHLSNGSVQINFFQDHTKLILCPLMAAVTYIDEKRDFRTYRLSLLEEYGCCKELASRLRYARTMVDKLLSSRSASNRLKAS
* marks the source's active call; other numbers are inactive results; ? = inconclusive; . = no result given; [ ] = dose if it differs, or a comment. Unless noted, calls come from the whole dose curve; as a rule, active = well fitted curve in the direction sought with a large enough effect; inconclusive = small, poorly fitted or top-dose-only effect, or another doubt; inactive = no such curve, though single readings can be large; an effect the other way counts as inactive or inconclusive. The list is partial; count on the stated rates, not on these rows.

SMILES	PI5P4K alpha inh	MmCpn inh	EPAC2 antagonist	CCT chaperon mod	EPAC1 antagonist	WRN helicase inh	EPAC1 agonist	PLK1 PBD block
CN(CCOc1ccc(Cl)cc1)C(=O)c1cc(S(=O)(=O)N2CCOCC2)ccc1N1CCCC1	1	3%	-14%	-3.0	-4%	-1%	9%	-5%
Cc1c(C(=O)NCc2cccnc2)oc2ccc(S(=O)(=O)N3CCCCCC3)cc12	.	1%	0%	1.6	6%	2%	-8%	0%
CN1CC(=O)Nc2ccccc2C1=O	1	3%	-16%	0.0	-10%	6%	-8%	4%
COc1ccc2sc(-c3ccccc3OC)c(-c3ccc(SC)cc3)c2c1	14	.	7%	0.2	4%	-2%	8%	-4%
COCCn1cc(C(=O)N2CCN(C)CC2)c2c3ccccc3n(C)c2c1=O	.	-2%	6%	-1.0	1%	5%	2%	-2%
CCOC(=O)Cc1ncccc1C(=O)Nc1ccc(Oc2ccccc2)cc1	-22	-1%	-15%	2.4	-4%	-5%	-10%	-7%
CN(c1ncc(C(F)(F)F)cc1Cl)N1C(=O)c2cccc([N+](=O)[O-])c2C1=O	2	-1%	3%	1.0	1%	-9%	2%	-11%
Cc1nc2nc(SCC(=O)NCc3ccco3)nn2c(C)c1Cc1ccccc1	-24	1%	-3%	2.2	-24%	?	4%	?
O=C(Nc1ccc(F)c(Cl)c1)Nc1nnc([C@H]2C[C@H](O)[C@@H](CO)O2)s1	-6	.	-3%	-2.7	-30%	9%[57.1 µM]	1%	-17%
CCN(C[C@H]1N[C@@](C)(C(=O)OC)[C@H]2C(=O)N(Cc3ccccc3)C(=O)[C@@H]12)S(=O)(=O)c1ccc(OC)cc1	1	0%	6%	-0.7	0%	1%	-12%	-7%

Overlap with the part before: two compounds; new compounds follow.
SMILES	PI5P4K alpha inh	MmCpn inh	EPAC2 antagonist	CCT chaperon mod	EPAC1 antagonist	WRN helicase inh	EPAC1 agonist	PLK1 PBD block
O=C(Nc1ccc(F)c(Cl)c1)Nc1nnc([C@H]2C[C@H](O)[C@@H](CO)O2)s1	-6	.	-3%	-2.7	-30%	9%[57.1 µM]	1%	-17%
CCN(C[C@H]1N[C@@](C)(C(=O)OC)[C@H]2C(=O)N(Cc3ccccc3)C(=O)[C@@H]12)S(=O)(=O)c1ccc(OC)cc1	1	0%	6%	-0.7	0%	1%	-12%	-7%
CC(=O)OCC1OC(COC(C)=O)(c2ccc(C)cc2)C(OC(C)=O)C1OC(C)=O (configuration not stated)	-3	.	1%	2.8	3%	-1%	2%	-3%
C[C@H](CO)N1C[C@H](C)[C@@H](CN(C)C(=O)c2ccccc2)Oc2cc(C#C[C@@H](C)O)ccc2S1(=O)=O	4	.	6%	-1.6	-14%	3%	-20%	-9%
Cn1c(SCC(=O)NC2CCS(=O)(=O)C2)nc2ccccc21 (configuration not stated)	7	1%	-15%	-19	-34%	-6%	7%	-15%
O=C(NCC(=O)N(c1cccnc1)C(C(=O)NC1CCCCC1)c1ccccc1)c1ccco1 (configuration not stated)	6	2%	9%	0.7	-21%	-8%[57.1 µM]	13%	14%
Cc1[nH]n(-c2ccc(Cl)cc2)c(=O)c1C(=O)c1ccccc1	4	0%	-2%	0.3	-20%	-13%	3%	-16%
COc1ccc(C(=O)NCc2nnc(SCC(=O)N3CCCc4ccccc43)o2)cc1OC	3	1%	-1%	0.2	1%	-1%	-2%	-10%
Cc1ccc(-n2c(C)cc(C(=O)CSc3n[nH]c(N)n3)c2C)cc1	.	3%	-1%	-1.8	8%	-1%	0%	-2%
CN1CCN(c2nc3c(c(=O)[nH]c(=O)n3C)n2Cc2cccc(Br)c2)CC1	1	-2%	0%	1.7	8%	2%	0%	-3%
COc1ccc(-n2cc(CN(C)C(C)c3ccncn3)c(-c3cccc(F)c3)n2)cc1 (configuration not stated)	12	-1%	-1%	1.4	-21%	-22%	-9%	-3%
Cc1cc(=O)oc(C)c1C(=O)NCCCN1CCN(c2ccc(F)cc2)CC1	.	0%	13%	-0.1	20%	-12%	-1%	-4%
CCCCC/C=N\NC(=O)Cc1ccc([N+](=O)[O-])cc1	7	-2%	-2%	-0.5	-2%	3%	2%	-12%
CCO[C@H]1C[C@@H](c2ccc(CC)cc2)N(S(=O)(=O)c2ccc(C)cc2)C2CC(c3ccc(CC)cc3)N(S(=O)(=O)c3ccc(C)cc3)CC21 (some centres not stated)	2	.	11%	.	2%	0%	10%	-6%
O=C(Nc1ccc(CN2CCOCC2)cc1)c1cc(Cl)ccc1Cl	-1	2%	-7%	-3.7	-6%	7%	4%	3%
CCOC(=O)c1c(NC(=O)c2cccs2)sc(CC)c1-c1cccs1	.	-3%	-1%	-0.6	4%	-5%	13%	2%
CC(C)c1ccccc1NC(=O)CNCCOc1ccccc1F	3	-7%	1%	0.0	-11%	3%	3%	3%
C=CCn1c(=O)c2c(nc3n2CCN3c2cccc(Cl)c2C)n(C)c1=O	-4	-1%	6%	0.7	2%	3%	0%	0%
CC(=O)N(c1nc(/C=C\C(=O)O)cs1)c1ccccc1F	6	-1%	13%	-1.2	14%	3%	4%	-8%
Cc1ccc(C(=O)N/C(=C\c2ccccc2)C(=O)NCCN2CCOCC2)cc1	2	1%	6%	2.7	3%	0%	-3%	1%
O=C(CCC(=O)Nc1ccccc1)NCCO	-3	1%	11%	0.8	7%	18%	-5%	-3%
O=C(CSc1nnnn1-c1cccnc1)Nc1ccc(OCc2ccccc2)cc1	.	-1%	-2%	0.2	-8%	-13%	4%	-7%
CCC(C)(C)NC(=O)C(c1ccc(F)cc1)N(Cc1ccco1)C(=O)c1cnccn1 (configuration not stated)	.	0%	2%	1.1	6%	-21%	-4%	-1%
O=C(NC(=S)NCC1CCCO1)c1cccs1 (configuration not stated)	1	1%	-1%	-0.2	-14%	3%	-4%	-10%
Nc1nonc1-n1nnc(C(=O)N/N=C/c2c(F)cccc2Cl)c1-c1ccc2c(c1)OCO2	2	0%	-11%	-1.7	-8%	4%	-7%	-2%
CCCN(N=Nc1cccc([N+](=O)[O-])c1)c1cccc([N+](=O)[O-])c1	.	1%	-6%	-1.6	-3%	0%	13%	-21%
Cc1ccc(C2NS(=O)(=O)N=C2N)cc1 (configuration not stated)	0	-28%	2%	-0.3	15%	3%	11%	-7%
COc1ccc(C(CCN(Cc2ccc(OC)c(OC)c2)C(C)=O)c2ccccc2)cc1 (configuration not stated)	1	4%	?	-1.2	-13%	18%	7%	-6%
O=C(CSc1ccc([N+](=O)[O-])cc1)Nc1cccc(S(=O)(=O)N2CCOCC2)c1	1	-1%	-6%	-0.5	1%	-8%	12%	?
COc1ccc(OC)c(N/C=C/C(=O)c2ccc(OC)c(OC)c2)c1	9	-3%	0%	1.7	5%	?	5%	-6%
CCOC(=O)N1CCN(C(=O)c2cccc(OC)c2O)CC1	-15	-1%	11%	-1.1	10%	-4%	3%	-8%
OCCC1CN(Cc2ccc3ncccc3c2)CCN1Cc1ccccc1 (configuration not stated)	3	-1%	-6%	0.1	12%	8%	-1%	-9%
Cc1[nH]nc2c1C1(C(=O)N(Cc3ccc(Cl)cc3)c3ccccc31)C(C#N)=C(N)O2 (configuration not stated)	.	1%	-5%	-0.7	-15%	-11%	15%	-7%
Cc1nn(C)cc1CNC(=O)c1cccc(Cl)c1	.	-2%	6%	2.0	15%	-3%	-3%	-4%
Cc1cc(NC(=O)CSc2ccc3nnc(-c4cccnc4)n3n2)no1	-1	0%	5%	-0.6	9%	1%	-5%	1%
CC(C)N1CCCC(C)(C(=O)Nc2ccccc2)C1 (configuration not stated)	5	.	3%	-1.5	-2%	-6%	7%	-1%
CCOc1ccccc1NC1c2ccccc2C(=O)N1c1ccc(C)cn1 (configuration not stated)	-8	1%	-27%	-2.7	2%	5%	6%	-10%
Cc1nc2ccccc2c(=O)n1/N=C/c1ccc(O)cc1	.	2%	3%	-0.2	-7%	-12%	5%	-7%
COc1ccc(/C=C2\C(=O)NC(=S)N2C(=O)c2ccc(C)cc2)cc1	?	1%	-17%	-3.2	?	56µM*	10%	-18%
CC1(C)CC(=O)C2=C(C1)Nc1ccccc1NC2c1cccc(F)c1 (configuration not stated)	2	0%	-4%	1.5	1%	-25%	-2%	-6%
N#Cc1cc2c(nc1SCc1cccnc1)CCCC2	-23	1%	0%	-0.3	-2%	-12%	6%	27µM*
COc1ccc(S(=O)(=O)c2c(O)c3ccc(C(=O)Nc4ccc(F)cc4F)cc3[nH]c2=O)cc1	-3	-2%	17%	-0.6	2%	-5%	-5%	-20%
C#CCOCCOCCOCCNc1nc(N2CCN(C(=O)[C@H]([C@@H](C)CC)n3cc([C@@H](N)CC(C)C)nn3)CC2)nc(N2CCN(C(=O)[C@H](CCCCN)n3cc([C@@H](N)CC(C)C)nn3)CC2)n1	29	.	3%	-1.9	2%	-1%	1%	-5%

Among those listed so far, these contain a Cl atom:
SMILES	PI5P4K alpha inh	MmCpn inh	EPAC2 antagonist	CCT chaperon mod	EPAC1 antagonist	WRN helicase inh	EPAC1 agonist	PLK1 PBD block
CN(CCOc1ccc(Cl)cc1)C(=O)c1cc(S(=O)(=O)N2CCOCC2)ccc1N1CCCC1	1	3%	-14%	-3.0	-4%	-1%	9%	-5%
CN(c1ncc(C(F)(F)F)cc1Cl)N1C(=O)c2cccc([N+](=O)[O-])c2C1=O	2	-1%	3%	1.0	1%	-9%	2%	-11%
O=C(Nc1ccc(F)c(Cl)c1)Nc1nnc([C@H]2C[C@H](O)[C@@H](CO)O2)s1	-6	.	-3%	-2.7	-30%	9%[57.1 µM]	1%	-17%
Cc1[nH]n(-c2ccc(Cl)cc2)c(=O)c1C(=O)c1ccccc1	4	0%	-2%	0.3	-20%	-13%	3%	-16%
O=C(Nc1ccc(CN2CCOCC2)cc1)c1cc(Cl)ccc1Cl	-1	2%	-7%	-3.7	-6%	7%	4%	3%
C=CCn1c(=O)c2c(nc3n2CCN3c2cccc(Cl)c2C)n(C)c1=O	-4	-1%	6%	0.7	2%	3%	0%	0%
Nc1nonc1-n1nnc(C(=O)N/N=C/c2c(F)cccc2Cl)c1-c1ccc2c(c1)OCO2	2	0%	-11%	-1.7	-8%	4%	-7%	-2%
Cc1[nH]nc2c1C1(C(=O)N(Cc3ccc(Cl)cc3)c3ccccc31)C(C#N)=C(N)O2 (configuration not stated)	.	1%	-5%	-0.7	-15%	-11%	15%	-7%
Cc1nn(C)cc1CNC(=O)c1cccc(Cl)c1	.	-2%	6%	2.0	15%	-3%	-3%	-4%
